UDG counter – UDG inhibition counter-screen; FRET deamination/UDG coupled assay, UDG read, 4 h; Potency, µM (highest dose often 115 µM), for the others: at the highest dose activity change, negative = inhibition, actives largely listed as inhibitors; AID 1347430; 0.14% of 91,000 active; further: nearly all actives have a fitted effect of over 65% in size
AID inh – inhibitors of human activation induced cytidine deaminase; Q9GZX7; AID deamination FRET fluorescence, UDG-coupled, 4 h; Potency, µM (doses to about 115 µM), for the others: at the highest dose activity change, negative = inhibition, most hits filed as inhibitors; 0.32% of 91,000 active; AID 1347428; further: nearly all actives have a fitted effect of over 25% in size
Target sequence (Q9GZX7 whole entry, looked up): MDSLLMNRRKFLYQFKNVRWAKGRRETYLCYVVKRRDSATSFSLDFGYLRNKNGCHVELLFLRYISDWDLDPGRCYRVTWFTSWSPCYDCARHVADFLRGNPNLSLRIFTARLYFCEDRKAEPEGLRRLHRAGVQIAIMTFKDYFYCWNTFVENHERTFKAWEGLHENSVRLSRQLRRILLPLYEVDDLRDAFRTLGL
Active calls of the source: *; ? = inconclusive; [ ] = another dose, or the depositor's remark. The call rests on the fitted dose curve; in most records, active means well fitted curve in the direction sought with a large enough effect; inconclusive means small, poorly fitted or top-dose-only effect, or another doubt; inactive means no such curve, though single readings can be large; an effect the other way counts as inactive or inconclusive. On the % scale 0 is the no-effect control and ±100 the full control effect; potency means the concentration at half of the fitted maximal effect. These rows are one share of the data (hit frequency here may not be typical).

SMILES	UDG counter	AID inh
O=C(CN1CCN(C(=O)CCc2ncc(-c3ccccc3F)o2)CC1)Nc1cccc(F)c1	-6.6%	-5.6%
CCOC(=O)c1cc(-c2ccccc2)n(CC(=O)NCc2ccccc2OC)c1C	2.6%[57.5 µM]	5.1%
Cc1ccc(Cl)cc1N1CCN(C(=O)C2CCN(S(=O)(=O)Cc3ccccc3)CC2)CC1	1.0%	7.1%
Cn1c(=O)c2sccc2n2c(CCCC(=O)Nc3ccc(Oc4ccc(Cl)cc4)cc3)nnc12	4.0%	?
CNC(=O)c1cc(NC(=O)CCn2nc(-c3ccc(Cl)cc3)c3ccccc3c2=O)ccc1OC	1.9%	-27.0%
CCn1cc(C(=O)NCCCOC(C)C)c(=O)c2cc(S(=O)(=O)N3CCc4ccccc4C3)ccc21	-16.8%	?
CCCN1C2=C(C(=O)CC(C)(C)C2)C(c2cccc(O)c2)C2=C1CC(C)(C)CC2=O	-7.6%	2.6%
Cc1ccc2c(CSc3nncn3C)cc(=O)oc2c1C	4.6%	-2.4%
CC(C)(C)c1ccc(OCc2nnc(-c3ccccc3)o2)cc1	?	?
COc1ccc(OC)c(CNC(=O)Cn2nc(C)c3nn(-c4ccc(Cl)cc4)c(C)c3c2=O)c1	-3.1%	-3.2%
CC1CCN(C(=O)CSc2nc3ccccc3nc2Cc2ccccc2)CC1	?	?
COc1ccc2c(Sc3ccccc3)c(C(=O)NCCc3ccc(Cl)cc3)[nH]c2c1	10.5%	-7.1%
CC(C)Oc1ccc(CNC(=O)c2ccc3c(c2)N(Cc2ccc(F)cc2)CCS3)cc1	-12.7%	-20.8%
O=C(NC1CCCCC1)c1ccc(Cl)nc1	-2.2%	-2.6%
O=C(Cn1cnc2c(oc3ccccc32)c1=O)Nc1ccc(F)cc1F	4.5%	-1.3%
FC(F)(F)c1ccc(N/N=C/c2cccc(Br)c2)nc1	-4.3%	-14.2%
Cc1ccc(Cc2c(C)nn(-c3nc(C)c(C(=O)N4CCCCC4C)s3)c2C)cc1 (configuration not stated)	7.5%	7.8%
CC1CCc2sc(C(=O)N/N=C3/CCCCc4ccccc43)cc2C1 (configuration not stated)	-9.1%	-14.6%
CC(Nc1ccc(N2CCCC2=O)cc1)c1nc(C(C)(C)C)no1 (configuration not stated)	0.2%	1.2%
Cc1ccc(NC(=O)N2CCC(CN3CCCCC3)CC2)c(Cl)c1	2.5%	0.8%
COc1cccc(CNC(=O)CSc2nc3ccccc3nc2Cc2ccc(C)cc2)c1OC	-6.3%	?
CCc1ccc2oc(-c3cc(NC(=O)c4cc([N+](=O)[O-])ccc4N4CCOCC4)ccc3Cl)nc2c1	-18.9%	?
Cc1ccc(C)c(CSc2nc3ccncc3n2CC(=O)Nc2ccc(N(C)C)cc2)c1	-10.0%	-10.3%
CCN(CC)c1ccc(C(=O)N2CCC(c3c[nH]c4ccccc34)(c3c[nH]c4ccccc34)CC2)cc1	16.4%	19.9%
Cn1c(=O)c(=O)n(C)c2cc(N3CCOCC3)c(NS(=O)(=O)c3ccc(F)c(Cl)c3)cc21	19.8%	54.9%[activator]
CCOc1ccc(C(=O)OCc2cc(=O)n3nc(C4CC4)sc3n2)cc1	5.6%	62.9%[activator]
CSCCCNC(=S)Nc1ccc(F)c(Cl)c1	5.4%	1.0%
CCOc1cc(/C=N/O)ccc1O	-4.7%	0.3%
COc1ccc(NC(=O)/C=C\C(=O)N(c2ccc(C(C)C)cc2)C(C(=O)NCc2ccco2)c2ccc(F)cc2)cc1 (configuration not stated)	-26.9%	?
CC(C)c1ccc(NC(=O)c2ccc(F)c(S(=O)(=O)N3CCCC3)c2)cc1	-5.8%	5.4%

Rewritten as comma-separated lines: part of the list above.
SMILES,UDG counter,AID inh
COc1ccc2c(Sc3ccccc3)c(C(=O)NCCc3ccc(Cl)cc3)[nH]c2c1,10.5%,-7.1%
CNC(=O)c1cc(NC(=O)CCn2nc(-c3ccc(Cl)cc3)c3ccccc3c2=O)ccc1OC,1.9%,-27.0%
CCCN1C2=C(C(=O)CC(C)(C)C2)C(c2cccc(O)c2)C2=C1CC(C)(C)CC2=O,-7.6%,2.6%
COc1cccc(CNC(=O)CSc2nc3ccccc3nc2Cc2ccc(C)cc2)c1OC,-6.3%,?

New compounds follow
SMILES	UDG counter	AID inh
COc1ccc(OC)c(C2C(C(=O)Nc3ccccc3)=C(C)Nc3nc4ccccc4n32)c1 (configuration not stated)	-13.0%	-8.6%
CCOCCn1c(=NC(=O)c2ccc3c(c2)OCCO3)sc2cc(OCC)ccc21	-3.8%	-6.3%
CCOc1cc(NC(=O)c2ccc(Cn3cc(Cl)cn3)cc2)ccc1OC(F)F	-4.6%	-0.6%
COc1ccc(Br)cc1CNC(=O)Cn1nc(C)n2c(cc3cc(F)ccc32)c1=O	16.5%	6.6%
CCc1ccc(NC(=O)Cn2c(=O)n(CC3CCCO3)c(=O)c3cc(OC)c(OC)cc32)cc1 (configuration not stated)	-3.0%	1.1%
C=Cc1ccc(Cn2c(C)c(CNCc3ccc(SC)cc3)c(C(=O)O)c2C)cc1	-7.9%[57.5 µM]	-12.6%
Cn1c(CC2CCS(=O)(=O)C2)nnc1SCC(=O)Nc1ccc2c(c1)CCC2 (configuration not stated)	5.4%	-0.2%
CCN(CC)CCNC(=O)CCC(=O)O	3.6%	4.9%
Cc1cccc(CN2C(=O)c3ccccc3Sc3ccc(C(=O)NCCCN4CCOCC4)cc32)c1	-8.1%	-14.8%
CCOC(=O)c1ccc(NC2=CC(c3ccc(OCC)cc3)N(c3ccc(C(=O)OCC)cc3)C2=O)cc1 (configuration not stated)	11.0%	47.1%[activator]
COc1ccc2nc(NC(=O)CSc3ncccn3)sc2c1	-3.2%	-0.2%
Cc1ccc(-c2csc(/C(C#N)=C/c3ccccc3Cl)n2)cc1	-11.4%[57.5 µM]	-23.8%
COC(=O)c1nnn(CC(=O)NC(=O)Nc2c(C)cccc2C)c1C(=O)OC	10.2%	-2.1%
O=C(Cc1cccs1)N/N=C\c1cccc2ccccc12	-0.8%	-3.4%
COc1ccc(C=O)cc1CN1CCCCCC1	-2.5%	-7.0%
Cc1cc(S(=O)(=O)NCc2ccccc2Cn2cccn2)ccc1Br	0.8%	-0.1%
CCCCNc1oc(/C=C/c2ccccc2OC)nc1C#N	-25.5%	-24.0%
Cc1ccc(Cc2cnc(N)s2)cc1C	-1.0%	-7.5%
O=C(NC1CC1)c1cc2occc2n1Cc1ccccc1Cl	-9.1%	-11.5%
O=C(CSc1nc(C2CC2)nc2ccccc12)NCc1ccccc1	-1.3%	19.5%
COc1ccc(N2CCN(c3oc(-c4ccc(COc5cccc(C)c5)o4)nc3C#N)CC2)cc1	-5.9%	8.5%
Nc1c(C(=O)c2ccc(F)cc2)sc(Nc2ccccc2F)c1S(=O)(=O)c1ccc(Br)cc1	-19.7%	?
COc1cccc(CNC(=O)C2CCC(CNS(=O)(=O)c3ccc4c(c3)CCCC(=O)N4)CC2)c1 (configuration not stated)	22.4%	6.9%
COc1ccc(CCCc2nnc(SCC(=O)Nc3ccc(C)cc3)o2)cc1	-13.8%[57.5 µM]	15.4%[57.5 µM]
CC(=O)c1ccc(NC(=O)c2cc(S(=O)(=O)N3CCCCCC3)cn2C)cc1	-0.5%	14.1%
NC(=O)c1ccc(C(=O)NCC(O)c2ccc(F)c(F)c2)nc1 (configuration not stated)	-2.6%	2.0%
Cc1ccc2c(c1)c1c(c(=O)n(-c3cccc(Cl)c3)c(=O)n1C)n2C	8.7%	3.8%
CN(C)CCCNc1oc(COc2ccc(Br)cc2)nc1C#N	1.1%	15.2%
COc1ccc(S(=O)(=O)Oc2ccc3ccc(=O)oc3c2)cc1OC	1.4%	-7.6%
Cc1ccc(NC(=O)c2cnc(SCC(=O)N3CCCc4ccccc43)n(C)c2=O)cc1	1.0%	-5.1%
Cc1ccccc1Cn1c2ccccc2c2cnn(CC(=O)NCCc3ccccc3)c(=O)c21	-16.5%[57.5 µM]	-13.9%
O=C(CSCc1cc(=O)c2cc(F)ccc2[nH]1)Nc1ccccc1Cl	-13.1%[57.5 µM]	4.1%
Cc1ccc(-n2ncc(C(=O)Nc3ccc4c(c3)OCO4)c2C2CCN(C(=O)OC(C)(C)C)CC2)c(C)c1	-23.8%	-12.9%
CC(C)(C)NC(=O)N1CCC(C(=O)O)CC1	1.3%	4.3%
CC(=O)c1ccc(N2CCN(Cc3nc(-c4cccs4)no3)CC2)c(F)c1	0.3%	-0.5%
Cc1ccc(NC(=O)Cn2c(=O)c3cc(Cl)ccc3n3nncc23)cc1	-0.4%	20.3%
CCCCCn1nc(C(=O)Nc2nc3ccccc3s2)c2ccccc2c1=O	4.5%	0.3%
Cc1nc(-c2ccccc2)sc1-c1ccccc1	2.6%	-17.9%
CCCCn1c2ccccc2c2nnc(SCc3ccc(F)cc3)nc21	6.9%	-12.9%
CSc1ncc(Cl)c(C(=O)N(Cc2ccc(C)cc2)C2CCS(=O)(=O)C2)n1 (configuration not stated)	-12.2%	-5.4%
N#C/C(=C\c1ccc2cccnc2c1)c1nc2ccccc2[nH]1	10.7%	1.6%
Cc1c(C(=O)OC2CCCCC2)[nH]c2c1C(=O)CC(c1ccccc1)C2 (configuration not stated)	9.3%	0.8%
Cc1ccc(S(=O)(=O)N(CC(O)Cn2c3ccccc3c3ccccc32)c2cccc(C(=O)N(C)C)c2)cc1 (configuration not stated)	8.4%	?
CCCc1cc(=O)oc2cc(C)cc(OC(C)C(=O)NCCN3CCOCC3)c12 (configuration not stated)	-0.6%	1.8%
CSCCC(NC(=O)c1ccc(Cl)cc1Cl)C(=O)Nc1cccc(C(C)=O)c1 (configuration not stated)	-6.4%	-5.0%
CCCCc1nn2c(=O)cc(COC(=O)c3cccc(NC(=O)c4ccccc4F)c3)nc2s1	4.9%	-8.4%
Cc1cc2nc(-c3ccc(NC(=O)c4cc5ccccc5o4)cc3)oc2cc1C	-1.8%[57.5 µM]	?
CCOc1cc2c(cc1NC(=O)c1ccc(OC(C)C)cc1)OC(C)C2 (configuration not stated)	-2.0%	-6.7%
CN(c1ccccc1)S(=O)(=O)c1nnc(NC(=O)c2cccs2)s1	-5.8%	?
CCSc1nnc2n(-c3cccc(C)c3)c(=O)c3c4c(sc3n12)CCCC4	6.8%	-0.1%
Cc1cc(NC(=O)Nc2nnc(N(C)C3CCCCC3)s2)ccc1Br	?	-29.8%
Cc1cccc2cc(-c3noc(-c4ccc(C(C)(C)C)cc4)n3)c(=O)[nH]c12	2.7%	1.1%
CCOCCOC(=O)COc1ccc2c(=O)c(-c3ccccc3Cl)coc2c1	-7.7%	-9.1%
CCn1c(=N)c(C(=O)NCc2cccnc2)cc2c(=O)n3cc(C)ccc3nc21	19.9%	10.3%
O=c1c(=O)n(-c2ccc(F)cc2)ccn1Cc1c(F)cccc1Cl	1.1%	2.1%
COc1cc(/C=C(/C#N)c2nc(-c3cc4ccccc4oc3=O)cs2)ccc1O	29.4%	2.2%
CC(=O)c1sc2c(c1C)c(=O)n(-c1ccc(Cl)cc1)c(=O)n2Cc1cc(=O)n2cc(Cl)ccc2n1	0.8%	-4.8%
CCOc1ccc(NC(=O)CCS(=O)(=O)c2ccc(Br)cc2)cc1	-22.4%	?
O=C(O)c1cc2ccccc2c2cccnc12	-4.0%	24.6%
O=C(c1cnc(N2CCOCC2)c2ccccc12)N1CCN(c2ccccc2)CC1	69.6%[activator]	11.3%

The list continues:
SMILES	UDG counter	AID inh
COc1cccc(C(=O)NCc2ccc(C)cc2)c1	2.8%	-3.0%
CCc1ccc(S(=O)(=O)N2CCC3(CC2)NC(=O)c2ccccc2N3)cc1	-11.0%	-11.1%
CCOc1ccc(S(=O)(=O)Nc2cc3c(C(=O)OCc4ccccc4)c(C)oc3c3ccccc23)cc1	-26.2%	9.7%
O=C(Cc1cccs1)OCC(=O)c1ccccc1	-4.1%	8.2%
Cc1ccccc1Cn1c(=O)n(Cc2ccc(Cl)cc2)c(=O)c2cccnc21	?	-2.6%
O=S(=O)(c1ccccc1)c1nc(-c2cccc(Cl)c2)oc1N1CCOCC1	-16.1%	?
Cc1ccc(N2C(=O)CCSC23C(=O)N(Cc2ccccc2)c2ccccc23)cc1 (configuration not stated)	3.2%	?
O=C1Sc2ccc(S(=O)(=O)N(Cc3ccccc3)Cc3ccccc3)c3cccc1c23	-2.0%	5.9%
Cc1ccc(Nc2ccc(N3CCN(C(=O)c4ccc([N+](=O)[O-])cc4)CC3)nn2)cc1	2.2%	5.5%
O=C(Nc1ccc(Br)cc1F)c1cc(S(=O)(=O)NCc2ccc(F)cc2)ccc1F	1.7%	3.8%
Cc1ccc(S(=O)(=O)c2cn(Cc3ccc(F)cc3)c3cc(N4CCCC4)c(F)cc3c2=O)cc1	3.3%	-10.9%
COc1ccccc1CC(=O)Nc1ccc2c(c1)NC(=O)CS2	-1.2%	-3.0%
COc1ccc(F)cc1C(=O)CSc1nnc(C2CC2)n1C1CC1	6.8%	-0.3%
O=C(Cn1nc(N2CCN(c3ccccc3)CC2)ccc1=O)NC1CCCCC1	-9.2%	-12.2%
COc1ccc(NCC(=O)Nc2ccccc2C(=O)NC2CC2)cc1	-3.9%	0.9%

4 structures from above, sorted by formula weight, largest number first:
SMILES	UDG counter	AID inh
O=S(=O)(c1ccccc1)c1nc(-c2cccc(Cl)c2)oc1N1CCOCC1	-16.1%	?
CCc1ccc(S(=O)(=O)N2CCC3(CC2)NC(=O)c2ccccc2N3)cc1	-11.0%	-11.1%
COc1ccc(NCC(=O)Nc2ccccc2C(=O)NC2CC2)cc1	-3.9%	0.9%
COc1ccccc1CC(=O)Nc1ccc2c(c1)NC(=O)CS2	-1.2%	-3.0%

Source: PubChem (National Center for Advancing Translational Sciences (NCATS))
